Fam108B counter – Fam108B inhibition, counter-screen for RBBP9 inhibitors | recombinant Fam108B, FP-Rh probe fluorescence polarization | inhibition, % at 9.51 µM | 0.33% of 300,000 active;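 active = inhibition above the screen mean inhibition plus 3 SD, computed separately per campaign, cut at about 18% in these data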;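 also: inhibitors lower polarization as less probe binds the enzyme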
LYPLA1 inh – LYPLA1 (human) inhibition in PME1 counter-screen; 0.16% of 320,000 active; inhibition, % at 5.9 µM; O75608; recombinant LYPLA1, FP-Rh probe fluorescence polarization; AID 2174;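 active = inhibition above the mean of all tested compounds plus 3 SD, set per campaign, cut at about 14% in these data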;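 also: inhibitors block serine hydrolase probe labeling of LYPLA1 so polarization falls; 0% = enzyme with DMSO and 100% = wells lacking LYPLA1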
PME-1 primary – PME-1 (human) inhibition; Q9Y570; recombinant PME-1, FP-Rh probe fluorescence polarization; inhibition, % at 5.9 µM; 0.53% of 320,000 active;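 active = inhibition above the campaign mean of all compounds plus 3 SD, cut at about 26% in these data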;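 also: competitive labeling of PME-1 active site by serine hydrolase directed probe; 0% = PME-1 with DMSO and 100% = wells lacking PME-1 enzyme; inhibitors block probe labeling so polarization falls and inhibition rises; many of its hits are not listed in these tables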
PAD4 inh – PAD4 (human) enzyme inhibition; recombinant PAD4, RCA probe fluorescence polarization; inhibition, % at 6.36 µM; 0.41% of 330,000 active; AID 485272;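 active = percent inhibition above a cutoff equal to the mean of all tested compounds plus 3 SD, cut at about 15% in these data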;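 also: 0% = PAD4 with RCA probe and DMSO and 100% = probe without PAD4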
Target sequence (Q9UM07 whole entry, looked up): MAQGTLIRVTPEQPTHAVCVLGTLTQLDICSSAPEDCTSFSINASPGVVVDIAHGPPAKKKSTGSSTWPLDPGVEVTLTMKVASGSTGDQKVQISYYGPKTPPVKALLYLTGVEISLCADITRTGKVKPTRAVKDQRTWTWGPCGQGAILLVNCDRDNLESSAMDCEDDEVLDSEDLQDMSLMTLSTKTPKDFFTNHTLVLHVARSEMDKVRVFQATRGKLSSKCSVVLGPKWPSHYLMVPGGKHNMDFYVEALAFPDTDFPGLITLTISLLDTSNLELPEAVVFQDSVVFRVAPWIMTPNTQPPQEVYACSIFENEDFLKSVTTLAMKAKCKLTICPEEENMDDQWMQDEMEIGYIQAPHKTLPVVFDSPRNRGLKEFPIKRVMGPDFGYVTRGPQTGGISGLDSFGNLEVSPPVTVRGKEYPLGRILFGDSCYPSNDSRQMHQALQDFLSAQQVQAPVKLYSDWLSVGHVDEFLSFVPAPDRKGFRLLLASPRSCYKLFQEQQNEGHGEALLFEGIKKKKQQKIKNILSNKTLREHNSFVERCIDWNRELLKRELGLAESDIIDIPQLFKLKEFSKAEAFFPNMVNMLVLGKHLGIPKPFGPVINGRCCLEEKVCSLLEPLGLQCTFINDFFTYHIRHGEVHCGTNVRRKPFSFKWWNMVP
PAFAH1B2 inh – blocks human PAF acetylhydrolase 1b catalytic subunit 2 | P68402 | recombinant PAFAH1B2, FP-rhodamine activity probe, fluorescence polarization | inhibition, % at 3.39 µM | 1.2% of 340,000 active | AID 492953;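 active = inhibition above the mean of all tested compounds plus 3 SD, cut at about 24% in these data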;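 also: 0% = enzyme with DMSO and 100% = wells lacking PAFAH1B2; many of its hits are not listed in these tables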
GSTO1 counter – GSTO1 inhibition, counter-screen for RBBP9 inhibitors. P78417. recombinant GSTO1, activity-based probe fluorescence polarization. inhibition, % at 5.96 µM. 1.1% of 300,000 active;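 active = inhibition above the campaign mean inhibition plus 3 SD, cut at about 35% in these data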;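 also: 0% = GSTO1-1 with DMSO and 100% = wells lacking GSTO1-1 enzyme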
PAFAH1B3 FP inh – blocks human PAF acetylhydrolase 1B catalytic subunit 3 | recombinant PAFAH1B3, FP-rhodamine probe, fluorescence polarization | inhibition, % at 3.39 µM | 0.28% of 340,000 active | AID 492972;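 active = inhibition above the screen-wide average of all tested compounds plus 3 SD, cut at about 25% in these data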;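 also: 0% = enzyme with DMSO only and 100% = wells lacking PAFAH1B3 protein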
PAFAH2 FP inh – PAFAH2 (human) inhibition | recombinant PAFAH2, FP-rhodamine activity probe, fluorescence polarization | AID 492956 | 0.99% of 340,000 active | inhibition, % at 3.39 µM;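 active = inhibition above the mean over all tested compounds plus 3 SD, cut at about 30% in these data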;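 also: inhibitors block probe labeling of enzyme so polarization drops; 0% = enzyme with DMSO and 100% = wells lacking PAFAH2 protein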
pPAFAH FP inh – pPAFAH (human) enzyme inhibition; recombinant pPAFAH, FP-rhodamine probe fluorescence polarization; AID 463082; inhibition, % at 3.39 µM; 1.5% of 330,000 active;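 active = inhibition above the mean inhibition across the screen plus 3 SD, cut at about 25% in these data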;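 also: inhibitors block binding of the rhodamine activity-based probe so polarization drops; 0% = enzyme with DMSO and 100% = wells lacking pPAFAH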
Target sequence (Q13093 whole entry, looked up): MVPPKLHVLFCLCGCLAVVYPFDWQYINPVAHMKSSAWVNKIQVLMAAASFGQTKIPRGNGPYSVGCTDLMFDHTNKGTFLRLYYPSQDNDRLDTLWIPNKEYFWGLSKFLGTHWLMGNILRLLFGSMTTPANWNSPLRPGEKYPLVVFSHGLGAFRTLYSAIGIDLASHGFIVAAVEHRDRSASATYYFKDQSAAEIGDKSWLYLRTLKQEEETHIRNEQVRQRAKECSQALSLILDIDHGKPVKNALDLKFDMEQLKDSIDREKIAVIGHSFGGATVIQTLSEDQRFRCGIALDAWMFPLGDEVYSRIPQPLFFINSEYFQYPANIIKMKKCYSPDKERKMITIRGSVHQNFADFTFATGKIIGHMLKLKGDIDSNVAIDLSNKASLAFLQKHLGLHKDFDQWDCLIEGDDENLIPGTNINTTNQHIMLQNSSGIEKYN
* hit, by the source's call; / = not tested or not shown. A portion of the library; rates above refer to the full screens.

A first look:
SMILES	Fam108B counter	LYPLA1 inh	PME-1 primary	PAD4 inh	PAFAH1B2 inh	GSTO1 counter	PAFAH1B3 FP inh	PAFAH2 FP inh	pPAFAH FP inh
O=C(O)c1ccccc1SCC(=O)N1CCOCC1	-6	4	-4	-5	0	0	-3	-7	2
Fc1cccc(Cc2noc(CN3CCN(C4CCc5ccccc5C4)CC3)n2)c1 (centres undefined)	-7	4	-4	-6	-3	-1	3	-3	4

The listing, repeating the preview:
SMILES	Fam108B counter	LYPLA1 inh	PME-1 primary	PAD4 inh	PAFAH1B2 inh	GSTO1 counter	PAFAH1B3 FP inh	PAFAH2 FP inh	pPAFAH FP inh
O=C(O)c1ccccc1SCC(=O)N1CCOCC1	-6	4	-4	-5	0	0	-3	-7	2
Fc1cccc(Cc2noc(CN3CCN(C4CCc5ccccc5C4)CC3)n2)c1 (centres undefined)	-7	4	-4	-6	-3	-1	3	-3	4
COC(=O)c1cccc(C23CC4(C2)[C@H](CN(Cc2ccc(-c5ccccc5)cc2)[C@@H]4c2ccccc2)C3c2ccc(C(F)(F)F)cc2)c1 (some centres undefined)	-7	-4	-8	0	/	3	/	/	-10
CC(=O)c1nc(-c2ccccc2)sc1C	-2	-1	1	1	0	-4	9	4	4
O=C(NCc1cccs1)c1ccc([N+](=O)[O-])cc1	-4	1	2	1	0	4	4	-6	0
NS(=O)(=O)c1ccc(N/N=C/c2ccccc2C(=O)O)c([N+](=O)[O-])c1	-2	1	-8	7	1	6	-2	8	-1
O=C(/C=C/c1ccc(Cl)cc1)Nc1ccc(N2CCOCC2)cc1	-1	1	-2	1	-4	2	3	-5	5
COc1cccc(C(=O)Nc2cccc(-c3nc4ncccc4o3)c2C)c1	2	-2	-2	0	2	3	8	-3	-2
COCCCNC(=S)NCCc1ccc(F)cc1	2	-1	1	-1	2	-5	5	-7	-1
COc1ccc(NC(=S)N2CCN(CCN3C(=O)c4cccc5cccc(c45)C3=O)CC2)cc1	0	6	7	-3	3	-9	-2	5	9
O=C(CSc1nc2[nH]c(=O)cc(O)c2s1)Nc1ccc(Br)cc1	/	-11	-1	4	-3	/	9	-12	13
CCOC(=O)c1[nH]cnc1C(=O)Nc1ccccc1	-2	-1	2	-4	4	8	3	-4	2
CN(C)S(=O)(=O)c1cccc(NC(=O)c2cc(-c3cccs3)nc3ccccc23)c1	-32	-33	-49	1	-21	-19	-31	-34	-17
CC(C)c1cc(C(=O)N2CCCC(N3CCN(c4ccccc4F)CC3)C2)nc(N)n1 (centres undefined)	-1	5	0	-4	-7	8	4	-10	7
CN1C(=S)SC(N(O)C(=O)NC2CCCCC2)C1(C)C (centres undefined)	2	5	4	2	3	-3	10	1	-1
COc1ccc(-c2nnc3ccc(SCC(=O)Nc4nc5ccccc5s4)nn23)cc1OC	-2	-11	2	-1	1	-3	4	-12	5
O=[N+]([O-])c1ccccc1S(=O)(=O)NCCSc1ccccc1	2	-1	-1	-3	29*	7	7	12	1
Cc1[nH]c2ccccc2c1C(=O)C(=O)N1CCN(C)CC1	3	4	3	-1	0	3	11	-1	1
O=C(Cn1cc([N+](=O)[O-])cn1)NCc1ccco1	5	0	5	-2	8	-1	4	5	1
CCOC(=O)N1CCC(=NNc2ccc(S(N)(=O)=O)cc2[N+](=O)[O-])CC1	-6	-1	-6	-5	3	-3	1	-1	-2
COC(=O)C1(CO)NC(c2ccc(C)cc2)C2C(=O)N(c3ccccc3)C(=O)C21 (centres undefined)	0	-4	2	0	1	5	1	5	-3
Cc1cc(NC(=O)CSc2nnc(Nc3ccccc3)s2)no1	-1	0	-1	-3	2	-4	6	-4	-1
CCc1cc2c(=O)c(-c3nc4ccccc4n3C)c(COCC(=O)O)oc2cc1OC(=O)C(C)(C)C	3	1	8	2	2	7	6	8	4
COc1cccc(C(=O)c2c[nH]c(C(=O)NCCCN(C)C)c2)c1	0	5	-5	1	7	6	8	7	1
Cc1ccc(S(=O)(=O)N2CCN(C(=O)c3ccc(OCc4c(C)noc4C)cc3)CC2)cc1	1	0	4	-9	6	-1	9	-3	1
CCOc1cccc(CNc2ccc(O)cc2)c1OCc1ccc(Cl)cc1Cl	17	-1	23	-3	10	78*	16	4	31*
C[C@@H]1CCC[C@@]2(O[C@@H](CCO)C[C@H](O)[C@H]2O)O1	-3	-4	-1	-1	9	10	3	-5	1
CCOc1cc(C(=O)NC(C)C2CCCO2)cc(OCC)c1OCC (centres undefined)	0	0	-1	1	4	1	4	5	0
N/C(=N\OC(=O)c1ccc2ccccc2c1)c1ccccn1	-2	-3	1	-5	-3	2	3	4	9
O=C(NN1CCOCC1)c1cc(Cl)ccc1Cl	7	2	6	-3	1	28	5	3	5
Cc1ccnc2ccc(SC(F)(F)F)cc12	-1	0	1	0	-1	3	0	6	3
COCCCNC(=S)N1CCCN(c2nc3c(C)c(C)ccc3cc2C#N)CC1	-5	-4	4	0	2	-5	7	4	-1
COc1ccc(NC(=S)NC(=O)/C=C/c2ccco2)cc1	-1	-6	-1	0	1	0	4	0	7
Cc1cc(C)n2nc(SCC(=O)N(CC(C)C)c3c(N)n(CC(C)C)c(=O)[nH]c3=O)nc2n1	2	1	-4	-4	4	8	-2	5	0
CCOC(=O)CNS(=O)(=O)CCN1C(=O)c2ccccc2C1=O	-4	0	-2	-1	4	-2	5	4	2
Cc1ccc2nc3c(c(C(=O)OC4CCOC4=O)c2c1)CCCC3 (centres undefined)	-1	-1	-3	1	7	6	13	-3	2
COc1ccccc1C(=O)NCCC(=O)NCC(c1ccco1)N1CCCCC1 (centres undefined)	-2	1	3	-3	2	-1	-7	-1	0
COc1ccc(NC(=O)Cn2cnc3c(cnn3-c3ccc(C)c(C)c3)c2=O)c(OC)c1	-19	-5	-7	-2	-4	-3	-8	-8	-2
COc1ccc(-c2ccc(C#N)c(SCC(=O)OCc3ccccc3)n2)cc1OC	-6	-3	-2	2	-8	-12	7	-10	8
COc1cc(OC)cc(C(=O)NNC(=O)CCCOc2ccccc2)c1	/	-2	-3	-3	2	/	7	0	-1
FC(F)(F)c1nc2ccccc2nc1N/N=C/c1c(Cl)cccc1Cl	1	-2	3	-2	1	-2	8	2	4
N/C(=N\OC(=O)c1ccc2c(c1)OCO2)c1ccncc1	0	-2	-2	2	4	6	0	5	3
O=C(COc1ccc(F)cc1)Nc1nc2c(s1)CCCC2	-3	1	3	1	-4	0	-1	-11	5
COC(=O)c1sccc1NC(=O)Nc1cccc(C)c1	-1	3	-4	5	7	-1	-2	-2	-2
O=C(OC1Cn2c(=O)ccc(=O)n2C1)c1ccccc1	1	0	-3	-2	3	4	3	-7	4
O=C(Nc1ccc(Oc2cccnc2)cc1)C1CCN(Cc2cc(Cl)ccc2O)CC1	-1	21*	-3	-1	1	0	-6	3	3
Cc1cc(S(=O)(=O)Nc2ccc(C(=O)NCC3(N4CCCCC4)CCCCC3)cc2)ccc1F	3	0	0	-1	-3	4	-1	1	5
CS(=O)(=O)c1ccc(C(=O)NNC(=O)c2cccs2)cc1	/	/	/	1	2	/	4	1	3
Cc1cc(/C=C(\C#N)C(=O)NCc2ccco2)c(C)n1C1CCCC1	3	-2	3	-2	2	-4	5	0	-1
CCOCCCn1c(SCC(=O)Nc2cc(OC)ccc2OC)nc2ccccc2c1=O	1	-6	2	-1	6	3	7	1	1
CCOC(=O)N1CCN(C(=O)CSc2nnc(-c3ccc(C(C)(C)C)cc3)o2)CC1	-3	2	1	1	3	4	10	1	7
Cc1ccc(S(=O)(=O)N(C)CC(=O)Nc2ccc(C)cn2)cc1	-4	-1	1	1	3	5	9	1	-1
COC(=O)CSc1nnc(-c2sc3cc(OC)ccc3c2Cl)n1C	9	0	3	3	0	2	4	-5	0
COc1ccccc1/C=C(/C(=O)OCC(=O)Nc1ccccc1C)c1ccccc1	-3	-6	3	-1	-1	-6	-5	4	2
Cc1ccc(N(Cc2cc3cc(C)ccc3[nH]c2=O)S(=O)(=O)c2ccccc2)cc1	-4	2	-2	-1	10	7	-1	-4	2
Cc1cc2nc3n(c2cc1C)CC1CC(C(=O)NCc2cccc(Br)c2)N(C)C31 (centres undefined)	7	1	-7	-4	4	9	8	3	1
CCN(CC)c1ccc(/C=N/NC(=O)c2ccc3nc[nH]c3c2)cc1	2	0	-3	0	16	4	18	10	8
Cc1ccn2c(C(=O)NN=C3CCCCCCC3)c(C)nc2c1	-3	-2	-1	-4	-1	18	10	-6	-7
CC(c1ccccc1)n1cc(C(=O)NCC2CCCO2)nn1 (centres undefined)	3	0	-6	1	4	-2	4	1	-2
COc1ccc(C(=O)Nc2nccs2)cc1OC	0	-5	-4	1	-2	-2	-2	1	4
Following part.
SMILES	Fam108B counter	LYPLA1 inh	PME-1 primary	PAD4 inh	PAFAH1B2 inh	GSTO1 counter	PAFAH1B3 FP inh	PAFAH2 FP inh	pPAFAH FP inh
CC(C)C[C@H](NC(=O)OC(C)(C)C)C(=O)NCC1CCC(C(=O)N[C@@H](Cc2ccccc2)C(=O)O)CC1 (some centres undefined)	1	2	-6	-1	6	-5	-1	3	3
Cc1nnc(SCC(=O)NC2CCCC2)n1CCc1ccccc1	0	-1	0	-4	9	3	-2	-4	4
Cn1c(CN2CCOCC2)nc2cc(NC(=O)c3ccc(Cl)cc3)ccc21	1	-3	-1	0	11	-3	3	-1	5
CN(CCOc1ccccc1)C(=O)c1ccc2c(c1)OCO2	/	-1	5	1	0	/	13	2	1
O=C(NCC1CCCCC1)C12CN(Cc3ccccc3)CC1C(c1cccc([N+](=O)[O-])c1)=NO2 (centres undefined)	4	-4	-4	6	8	1	8	-10	-4
CC(C)(C)NCCOCCOc1ccccc1-c1ccccc1	0	1	1	0	-3	3	-4	16	0
CSC1=NCCN1S(=O)(=O)c1ccc(F)cc1	0	7	1	1	6	11	13	1	2
Cc1ccc(-c2ccc(/C=C(\C#N)C(=O)Nc3cc(C)nn3-c3ccccc3)o2)cc1	-1	0	-7	2	/	2	/	/	-2
O=C(NCc1ccccc1)C(c1ccc(F)cc1)N(Cc1cccs1)C(=O)c1cnccn1 (centres undefined)	10	3	0	3	10	0	6	-4	6
CCn1nc2cc(C(=O)NCCc3cccs3)ccc2c1OC	5	3	5	-2	1	6	6	6	50*
COc1ccc(CCNC(=O)CN(C)S(=O)(=O)c2cccs2)cc1	/	0	-1	-1	1	/	3	-1	-2

An excerpt from above, showing only PAFAH2 FP inh and GSTO1 counter.
| molecule | PAFAH2 FP inh | GSTO1 counter |
| --- | --- | --- |
| Cc1cc2nc3n(c2cc1C)CC1CC(C(=O)NCc2cccc(Br)c2)N(C)C31 (centres undefined) | 3 | 9 |
| O=C(/C=C/c1ccc(Cl)cc1)Nc1ccc(N2CCOCC2)cc1 | -5 | 2 |
| Cc1cc(S(=O)(=O)Nc2ccc(C(=O)NCC3(N4CCCCC4)CCCCC3)cc2)ccc1F | 1 | 4 |
| COc1ccc(-c2ccc(C#N)c(SCC(=O)OCc3ccccc3)n2)cc1OC | -10 | -12 |
| Cn1c(CN2CCOCC2)nc2cc(NC(=O)c3ccc(Cl)cc3)ccc21 | -1 | -3 |
| Cc1cc(NC(=O)CSc2nnc(Nc3ccccc3)s2)no1 | -4 | -4 |
| Cc1ccc(N(Cc2cc3cc(C)ccc3[nH]c2=O)S(=O)(=O)c2ccccc2)cc1 | -4 | 7 |

Screens from PubChem.
